Diaphorase inh – diaphorase inhibition or chemical oxidation counter-screen. diaphorase resazurin-to-resorufin fluorescence, NADH, 16 min; bacterial (C. kluyveri) enzyme, not human. inhibition, % at 20 µM. actives 0.69% (n = 190,000);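 active = primary screen inhibition at 20 µM above a set limit, cut at about 50% in these data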;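 note: plate controls were DMSO with full reaction for no effect and wells lacking NADH for full effect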
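System: Diaphorase enzyme from Clostridium kluyveri | Amount: Enzyme working solution with 0.14 U/mL diaphorase | Benchmarks: No-NADH positive control and DMSO neutral control | Signal: Fluorescence of resorufin formed from resazurin, Ex 544/Em 590 nm | Schedule: 16-min room-temperature incubation before reading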
TLR4-MyD88 BLA – inhibitors of human TLR4-MyD88 binding; actives 0.18% (n = 200,000); O00206+Q99836; inhibition, % at 8.4 µM; HeLa CL3-4 TLR4/MyD88 BLA complementation, FRET ratio; in the data active = inhibition above about 25%;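 note: 0% = vehicle and 100% = reference inhibitor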
APP transl inh – APP translation inhibition; inhibition, % at 2 µM; SH-SY5Y APP 5'UTR-luciferase reporter, luminescence; AID 1285; actives 0.82% (n = 190,000);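 active = inhibition above a set limit, derived from the sample mean plus 3 SD, cut at about 45% in these data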; note: values of inactives mirror those of a sister screen read the other way
Diaph act CS – diaphorase activation or chemical reduction counter-screen; Diaphorase/resazurin coupled assay, resorufin fluorescence, 16 min; hits give high values; 1 = vehicle wells, 0 = NADH-free wells; activation factor at 20 µM; actives 0.005% (n = 190,000);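 active = diaphorase activity raised at least twofold by the compound at 20 µM; inactive = activation factor below 2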
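System – purified diaphorase enzyme from Clostridium kluyveri · Input – enzyme 0.07 U/mL final · Also added – final NADH 0.114 mM, resazurin 0.1 mM · Measured by – fluorescence of resorufin, 544 nm excitation, 590 nm emission · Timing – 16 min enzyme reaction, ambient temperature · Measure – resorufin increase flagging diaphorase activators or reducers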
FLuc inh counter – inhibits firefly luciferase, flagging false hits in luciferase inhibition screens. inhibition, % at 10 µM. AID 1006. actives 1.5% (n = 200,000). ATPLite firefly luciferase biochemical luminescence, 10 min;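 active = inhibition above about 50% when tested at 10 µM, limit read from the data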
Target sequence (P08659 whole entry, looked up): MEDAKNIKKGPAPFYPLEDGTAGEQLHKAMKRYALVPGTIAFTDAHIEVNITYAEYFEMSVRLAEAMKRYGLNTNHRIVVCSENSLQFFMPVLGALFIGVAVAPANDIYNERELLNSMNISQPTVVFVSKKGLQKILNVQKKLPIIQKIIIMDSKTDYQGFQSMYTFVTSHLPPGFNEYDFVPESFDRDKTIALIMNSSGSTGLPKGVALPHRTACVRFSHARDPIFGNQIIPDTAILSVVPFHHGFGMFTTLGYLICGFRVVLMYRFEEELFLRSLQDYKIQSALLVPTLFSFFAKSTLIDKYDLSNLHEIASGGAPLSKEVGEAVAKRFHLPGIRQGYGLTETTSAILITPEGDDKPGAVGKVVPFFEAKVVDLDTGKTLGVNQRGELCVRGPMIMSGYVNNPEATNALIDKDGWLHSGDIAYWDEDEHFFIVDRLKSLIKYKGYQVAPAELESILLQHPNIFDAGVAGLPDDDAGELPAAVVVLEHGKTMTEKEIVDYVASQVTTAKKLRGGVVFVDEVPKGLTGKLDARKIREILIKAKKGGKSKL
G6PDH counter – L. mesenteroides G6PDH inhibition counter-screen | Purified L. mesenteroides G6PDH, diaphorase/resazurin coupled fluorescence, 45 min | inhibition, % at 5 µM | actives 0.12% (n = 200,000) | AID 1020; in the data active = inhibition above about 50%
STAT1 activator – activators of IFN-gamma induced STAT1 signaling. NIH 3T3 STAT1-luciferase reporter, luminescence; 100% = IFN-gamma alone, no compound. activation (% of control), % at 5.5 µM. actives 2.6% (n = 200,000). AID 932;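 active = activation above the screen-wide mean activation plus 3 SD, cut at about 130% in these data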;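 note: raw ratio to IFN-gamma control signal so 100% means no change and 0% no light; values of inactives mirror those of a sister screen read the other way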
FLuc act counter – affects firefly luciferase, flagging false hits in luciferase stimulation screens; P08659; ATPlite luciferase biochemical, luminescence, 10 min; 0 = ATP-free wells, 1 = DMSO control; activation factor at 10 µM; 200,000 tested, under 10 active;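 active = luciferase activation factor, scaled between plate controls, of at least 2 with compound at 10 µM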
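Assay system: Luciferase/luciferin detection reagent, cell-free biochemical luciferase assay / Also added: ATP substrate / Schedule: 10 min at ambient temperature / Measured by: luminescence measurement of luciferase light output / Benchmarks: low control with PBS replacing ATP, high control enzyme plus ATP without compound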
APP 5'UTR act – APP 5'UTR luciferase reporter activation | SH-SY5Y APP 5'UTR luciferase reporter, luminescence; zero percent = DMSO vehicle wells | activation, % at 2 µM | actives 1% (n = 190,000) | AID 1276;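 active = activation above a set limit, based on mean plus 3 SD of controls, cut at about 140% in these data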; note: values of inactives mirror those of a sister screen read the other way
NF-kB expr up – raises NF-kB expression in human neuronal cells; actives 1.6% (n = 190,000); fold change at 12.5 µM; NF-kB reporter expression; hits give high values; in the data active = fold change above about 3.3
* = called active by the depositor; . = not tested or not shown.

Preview:
SMILES	Diaphorase inh	TLR4-MyD88 BLA	APP transl inh	Diaph act CS	FLuc inh counter	G6PDH counter	STAT1 activator	FLuc act counter	APP 5'UTR act	NF-kB expr up
CCOC(=O)Cc1cnc(NC(=O)NC(C(=O)OCC)(c2ccccc2)C(F)(F)F)s1 (stereo unspecified)	30.2	5.5	27.8	0.7	-3.6	3.7	111.1	1	-27.8	0.87
O=C(NCc1ccccc1)C(c1ccncc1)N(C(=O)c1csnn1)C1CC1 (stereo unspecified)	6.6	-6.0	-0.6	0.9	-10.1	10.0	105.5	1.1	0.6	1.16
OCCC1CN(Cc2cccc(-n3cccn3)c2)CCN1Cc1ccccc1 (stereo unspecified)	13.4	-7.3	7.3	0.9	-2.7	11.2	97.6	1	-7.3	1.02
CC[N+]1=CN(c2ccccc2)C(C)=CC1(C)C	-7.5	-0.4	4.8	1.1	-3.7	2.0	101.4	1	-4.8	0.81

The list itself, previewed entries included:
SMILES	Diaphorase inh	TLR4-MyD88 BLA	APP transl inh	Diaph act CS	FLuc inh counter	G6PDH counter	STAT1 activator	FLuc act counter	APP 5'UTR act	NF-kB expr up
CCOC(=O)Cc1cnc(NC(=O)NC(C(=O)OCC)(c2ccccc2)C(F)(F)F)s1 (stereo unspecified)	30.2	5.5	27.8	0.7	-3.6	3.7	111.1	1	-27.8	0.87
O=C(NCc1ccccc1)C(c1ccncc1)N(C(=O)c1csnn1)C1CC1 (stereo unspecified)	6.6	-6.0	-0.6	0.9	-10.1	10.0	105.5	1.1	0.6	1.16
OCCC1CN(Cc2cccc(-n3cccn3)c2)CCN1Cc1ccccc1 (stereo unspecified)	13.4	-7.3	7.3	0.9	-2.7	11.2	97.6	1	-7.3	1.02
CC[N+]1=CN(c2ccccc2)C(C)=CC1(C)C	-7.5	-0.4	4.8	1.1	-3.7	2.0	101.4	1	-4.8	0.81
COc1ccccc1CN1C(=O)c2cccc3cccc(c23)C1=O	6.2	4.4	-12.4	0.9	-1.7	-20.5	100.6	1	12.4	0.93
COC(=O)c1ccc(Oc2ccc(C(C)(C)C)cc2)c([N+](=O)[O-])c1	15.7	-8.9	0.6	0.8	-3.9	4.9	104.9	1	-0.6	0.86
Cn1c(CCCNC(=O)c2cccs2)nc2ccccc21	7.8	-10.4	-8.4	0.9	-10.3	-13.0	97.0	1.1	8.4	1.07
O=C(CC(c1ccccc1)c1cc(Br)ccc1O)NCCN1CCOCC1 (stereo unspecified)	7.9	6.0	20.2	0.9	3.1	14.0	98.7	1	-20.2	1.2
Cc1cc(C)c2nc(SCCc3ccccc3)nc(C)c2c1	10.0	-2.4	11.4	0.9	-8.7	0.1	98.8	1.1	-11.4	1.78
CN(CCC#N)c1ncnc2scc(-c3ccccc3)c12	-3.7	3.5	-0.1	1	-1.8	-1.5	100.1	1	0.1	0.81
CCOc1c(Cl)cc(C(=O)NCCN2CCCCC2)cc1Cl	3.8	11.9	8.8	1	-10.6	0.9	95.5	1.1	-8.8	0.93
COc1cc(C(=O)O)nc(OC)n1	3.8	-15.1	-4.4	1	-1.3	2.0	105.2	1	4.4	1.04
CCOC(=O)C(=O)Nc1ccc(S(=O)(=O)Nc2ncccn2)cc1	8.9	-7.1	.	0.9	-3.7	-8.7	95.1	1	.	1.05
COc1ccc(C2C(C(C)=O)=C(O)C(=O)N2CCc2c[nH]c3ccccc23)cc1 (stereo unspecified)	-5.3	-3.7	-7.2	1.1	1.1	8.0	108.7	1	7.2	1
COc1ccc(Cl)cc1N(CC(=O)NC(C)(C)C)S(=O)(=O)c1ccc(C)c([N+](=O)[O-])c1	25.0	-2.6	11.5	0.8	-2.1	6.0	87.5	1	-11.5	0.77
CC(C)CCN1C(=O)c2ccc(-c3nc4ccccc4c(=O)o3)cc2C1=O	-3.5	-11.2	3.4	1	-1.4	2.8	102.1	1	-3.4	1.19
COC(=O)CSc1cc(SCC(=O)OC)c(C#N)c(SCC(=O)OC)c1	31.7	-2.2	3.6	0.7	-7.4	0.4	103.8	1.1	-3.6	1.87
O=C(/C=C/c1ccc([N+](=O)[O-])cc1)NCCc1ccccc1	6.5	0.3	1.6	0.9	-8.7	3.0	99.2	1.1	-1.6	1.27
COc1ccc(C(=O)COC(=O)C(CC(C)C)N2C(=O)c3ccccc3C2=O)cc1 (stereo unspecified)	15.1	1.6	-5.5	0.8	-4.1	4.9	85.3	1	5.5	.
Cc1ccc(NC(=O)CS(=O)CC(=O)NC(C)CCc2ccco2)cc1Cl (stereo unspecified)	-1.9	-2.5	14.9	1	-0.4	5.4	100.6	1	-14.8	1.03
O=C(COC(=O)C1CCCCC1)Nc1ccc(N2CCCCC2)cc1	-5.2	-10.8	-18.3	1.1	-5.7	9.5	98.3	1.1	18.3	1.19
Cc1ccc(C(=O)NCCn2c(N)c(C#N)c3nc4ccccc4nc32)cc1	17.9	2.9	-4.5	0.8	-8.0	-1.6	102.4	1.1	4.5	1.04
CCN(CC)S(=O)(=O)c1ccc(/C=C/C(=O)OCC(=O)N(C)C)cc1	3.5	-18.6	-4.0	1	-5.4	2.3	99.2	1.1	4.0	1.16
CC(=O)Nc1ccc2nc(NC(=O)COc3ccccc3Cl)sc2c1	19.3	1.2	-32.4	0.8	10.3	2.2	129.8*	0.9	32.4	0.96
C=CCNC(=O)C1CCC(C(=O)NCC=C)CC1 (stereo unspecified)	2.6	-6.7	13.3	1	-3.5	9.5	107.9	1	-13.3	1.1
CCN1/C(=C2/SC(=S)NC2=O)Sc2ccccc21	12.1	-12.4	28.0	0.9	-1.0	-0.6	98.5	1	-28.0	1.13
Clc1ccc(Cn2ccc(C3CC3)n2)cc1	8.8	0.3	-2.4	0.9	13.3	12.9	117.9	0.9	2.4	1.25
COc1ccc(CCNC(=O)CSc2nnc(Cn3c(=O)sc4ccccc43)n2C)cc1OC	8.7	-2.3	0.7	0.9	-4.6	2.9	99.1	1	-0.7	0.96
COc1cccc(N2C(=O)CC(N3CCN(S(=O)(=O)c4ccccc4)CC3)C2=O)c1 (stereo unspecified)	5.0	-13.7	-1.7	0.9	-8.0	2.9	94.7	1.1	1.7	1.07
O=C(Nc1ccc(S(=O)(=O)Nc2cnc3ccccc3n2)cc1)c1ccc(Br)o1	16.5	11.4	-3.1	0.8	-2.2	5.5	93.6	1	3.1	1.03
CCCCN1CCc2c([nH]c3ccc(C)cc23)C1=O	-8.2	-3.6	-123.2	1.1	4.0	4.6	150.6*	1	123.2	3.16
O=C(CN(Cc1ccccc1C(F)(F)F)C(=O)CNC(=O)c1ccco1)NC1CCCC1	22.9	-9.1	2.7	0.8	-6.5	3.1	99.9	1.1	-2.7	1.22
O=C(CNC(=O)C1CCCCC1)NC1=NCCS1	16.3	-10.6	-3.0	0.8	-3.6	2.4	105.3	1	3.0	1.19
O=C(Nc1ccc(C(=O)O)cc1)/C(=C\c1ccc2c(c1)OCO2)NC(=O)c1ccco1	10.0	-0.8	7.7	0.9	-8.2	2.8	96.3	1.1	-7.7	1.19
CCN(C(=O)C1CCN(S(=O)(=O)c2cccc3nonc23)CC1)c1ccccc1	-0.1	4.2	-4.1	1	-7.7	13.9	102.3	1.1	4.1	0.92
O=C(c1cc2nc(-c3ccco3)cc(C(F)(F)F)n2n1)N1CCCCCC1	-16.3	-9.9	0.6	1.2	20.4	12.8	92.1	0.8	-0.6	1.02
CNC(=O)C1CCN(C(=O)c2ccc(-c3ccccc3)cc2)CC1	4.2	-3.9	1.8	1	0.6	-3.1	98.4	1	-1.8	1.1
CN1CCCCCC1=NC1=C(C#N)CCCC1	7.2	5.9	2.1	0.9	-2.9	2.3	103.1	1	-2.1	0.97
CCN(C#N)c1nc(N(C)C)nc(N(C)C)n1	5.2	13.8	-7.0	0.9	-1.6	0.1	95.9	1	7.0	0.91
C/C(=N\NC(=S)NCc1ccccc1)c1ccccc1	26.9	-2.0	2.1	0.7	-4.3	-2.6	109.6	1	-2.1	1.8
O=C(/C=C/c1ccc([N+](=O)[O-])s1)N1CCCCC1	13.7	0.7	5.2	0.9	-2.7	-5.3	91.8	1	-5.2	0.89
CC(=O)Nc1ccc(-n2nnnc2SCC(=O)N2CCN(C(=O)c3ccco3)CC2)cc1	-9.5	0.9	-0.9	1.1	-4.5	-4.0	96.4	1	0.9	1.3
COc1ccc(/C=C(/NC(=O)c2cccs2)C(=O)Nc2ccc(C)cc2)cc1OC	22.5	-4.6	23.2	0.8	-3.8	-2.4	103.2	1	-23.2	1.08
COC(=O)/C=C1\SC(=Nc2ccc(Cl)c(Cl)c2)NC1=O	12.6	-5.4	-22.7	0.9	-6.6	6.8	93.0	1.1	22.7	1.24
O=C(COc1ccc(Cl)cc1[N+](=O)[O-])NC1CCCCC1	13.1	5.3	-114.3	0.9	13.2	1.7	160.4*	0.9	114.3	.
CCCCNC(=O)C1CC(=O)N(CCC(C)C)C1 (stereo unspecified)	12.3	-10.7	.	0.9	-2.6	-2.4	100.7	1	.	1.11
CCOc1ccccc1NC(=S)N1CCN(c2nc(-c3cccc(OC)c3)cs2)CC1	0.0	0.4	-3.5	1	-4.2	12.9	95.1	1	3.5	0.97
Cc1ccc(/C=N/NC(=O)c2ccccn2)s1	-5.9	3.3	-122.1	1.1	75.0*	-0.1	154.5*	0.3	122.1	2.71
CC#CCN(CC#CC)S(=O)(=O)c1ccc(S(=O)(=O)N2CCOCC2)cc1	21.2	7.8	-4.1	0.8	-6.4	3.3	96.4	1.1	4.1	0.81
c1cnc2c(SCc3ccc(-c4nnco4)cc3)cccc2c1	1.4	5.0	-45.9	1	16.5	2.9	116.0	0.8	45.9	1.31
COC(=O)CN1C(=O)CC(C)(C)Sc2ccccc21	-2.8	0.4	14.4	1	-2.7	11.9	99.9	1	-14.4	1.35
COCCN1Cc2cccc(C(=O)NC3CCCCCC3)c2C1=O	16.5	-6.8	-10.1	0.8	-5.5	-3.3	95.9	1.1	10.1	1.34
CCOC(=O)C1(Cc2ccccc2C(F)(F)F)CCN(C(=O)c2cc(C(C)=O)n[nH]2)CC1	.	-7.5	-21.9	.	-5.9	11.5	103.7	1.1	21.9	1.2
CC(C)(C)C(=O)Nc1ccccc1C(=O)Nc1cc(Cl)ccc1Cl	18.4	-6.2	-0.9	0.8	-5.8	5.7	91.6	1.1	0.9	0.71
CC(=O)Nc1nnc(SCc2cccc(F)c2)s1	23.2	-8.1	-5.3	0.8	-6.2	4.8	113.3	1.1	5.3	1.32
Cc1ccc(C(=O)N2NC(c3ccc(F)cc3)C3C(=O)N(c4ccc(C)cc4)C(=O)C32)cc1 (stereo unspecified)	15.9	7.7	-2.4	0.8	-2.0	22.1	101.6	1	2.4	1.12
